# Screens deposited in PubChem BioAssay by several laboratories.
# BoNT-F LC inh = BoNT/F light chain protease inhibitors, primary screen, biochemical, flow cytometry, MLPCN library. inhibition, % at 10 µM. hit rate 0.22% among 360,000. Multiplex microsphere protease cleavage assay; in the data active = inhibition above about 35%, passing the limit was not always enough; inconclusive = no clear call, values can overlap the other calls; also: plate controls were buffer without enzyme for full effect and enzyme alone for no effect
# Yp Topo-I inh = Yersinia pestis topoisomerase I inhibitors, primary screen, biochemical, cleavage product accumulation, plate reader, single point. Y. pestis Topo-I cleavage product accumulation. activity, % at 10 µM. hit rate 0.064% among 360,000. AID 504884, 2011; in the data active = activity above about 50%, passing the limit was not always enough; inconclusive = no clear call, values can overlap the other calls; also: inactives centre near 2
# TcdB GH inh = TcdB glycohydrolase inhibitors, primary screen, biochemical, single point, plate reader. inhibition, % at 9.99 µM. hit rate 0.24% among 350,000. AID 652162, 2013. TcdB glycohydrolase enzymatic assay. Toxin B (Clostridioides difficile), P18177; in the data active = inhibition above about 10%
# Target sequence (P18177 whole entry, looked up): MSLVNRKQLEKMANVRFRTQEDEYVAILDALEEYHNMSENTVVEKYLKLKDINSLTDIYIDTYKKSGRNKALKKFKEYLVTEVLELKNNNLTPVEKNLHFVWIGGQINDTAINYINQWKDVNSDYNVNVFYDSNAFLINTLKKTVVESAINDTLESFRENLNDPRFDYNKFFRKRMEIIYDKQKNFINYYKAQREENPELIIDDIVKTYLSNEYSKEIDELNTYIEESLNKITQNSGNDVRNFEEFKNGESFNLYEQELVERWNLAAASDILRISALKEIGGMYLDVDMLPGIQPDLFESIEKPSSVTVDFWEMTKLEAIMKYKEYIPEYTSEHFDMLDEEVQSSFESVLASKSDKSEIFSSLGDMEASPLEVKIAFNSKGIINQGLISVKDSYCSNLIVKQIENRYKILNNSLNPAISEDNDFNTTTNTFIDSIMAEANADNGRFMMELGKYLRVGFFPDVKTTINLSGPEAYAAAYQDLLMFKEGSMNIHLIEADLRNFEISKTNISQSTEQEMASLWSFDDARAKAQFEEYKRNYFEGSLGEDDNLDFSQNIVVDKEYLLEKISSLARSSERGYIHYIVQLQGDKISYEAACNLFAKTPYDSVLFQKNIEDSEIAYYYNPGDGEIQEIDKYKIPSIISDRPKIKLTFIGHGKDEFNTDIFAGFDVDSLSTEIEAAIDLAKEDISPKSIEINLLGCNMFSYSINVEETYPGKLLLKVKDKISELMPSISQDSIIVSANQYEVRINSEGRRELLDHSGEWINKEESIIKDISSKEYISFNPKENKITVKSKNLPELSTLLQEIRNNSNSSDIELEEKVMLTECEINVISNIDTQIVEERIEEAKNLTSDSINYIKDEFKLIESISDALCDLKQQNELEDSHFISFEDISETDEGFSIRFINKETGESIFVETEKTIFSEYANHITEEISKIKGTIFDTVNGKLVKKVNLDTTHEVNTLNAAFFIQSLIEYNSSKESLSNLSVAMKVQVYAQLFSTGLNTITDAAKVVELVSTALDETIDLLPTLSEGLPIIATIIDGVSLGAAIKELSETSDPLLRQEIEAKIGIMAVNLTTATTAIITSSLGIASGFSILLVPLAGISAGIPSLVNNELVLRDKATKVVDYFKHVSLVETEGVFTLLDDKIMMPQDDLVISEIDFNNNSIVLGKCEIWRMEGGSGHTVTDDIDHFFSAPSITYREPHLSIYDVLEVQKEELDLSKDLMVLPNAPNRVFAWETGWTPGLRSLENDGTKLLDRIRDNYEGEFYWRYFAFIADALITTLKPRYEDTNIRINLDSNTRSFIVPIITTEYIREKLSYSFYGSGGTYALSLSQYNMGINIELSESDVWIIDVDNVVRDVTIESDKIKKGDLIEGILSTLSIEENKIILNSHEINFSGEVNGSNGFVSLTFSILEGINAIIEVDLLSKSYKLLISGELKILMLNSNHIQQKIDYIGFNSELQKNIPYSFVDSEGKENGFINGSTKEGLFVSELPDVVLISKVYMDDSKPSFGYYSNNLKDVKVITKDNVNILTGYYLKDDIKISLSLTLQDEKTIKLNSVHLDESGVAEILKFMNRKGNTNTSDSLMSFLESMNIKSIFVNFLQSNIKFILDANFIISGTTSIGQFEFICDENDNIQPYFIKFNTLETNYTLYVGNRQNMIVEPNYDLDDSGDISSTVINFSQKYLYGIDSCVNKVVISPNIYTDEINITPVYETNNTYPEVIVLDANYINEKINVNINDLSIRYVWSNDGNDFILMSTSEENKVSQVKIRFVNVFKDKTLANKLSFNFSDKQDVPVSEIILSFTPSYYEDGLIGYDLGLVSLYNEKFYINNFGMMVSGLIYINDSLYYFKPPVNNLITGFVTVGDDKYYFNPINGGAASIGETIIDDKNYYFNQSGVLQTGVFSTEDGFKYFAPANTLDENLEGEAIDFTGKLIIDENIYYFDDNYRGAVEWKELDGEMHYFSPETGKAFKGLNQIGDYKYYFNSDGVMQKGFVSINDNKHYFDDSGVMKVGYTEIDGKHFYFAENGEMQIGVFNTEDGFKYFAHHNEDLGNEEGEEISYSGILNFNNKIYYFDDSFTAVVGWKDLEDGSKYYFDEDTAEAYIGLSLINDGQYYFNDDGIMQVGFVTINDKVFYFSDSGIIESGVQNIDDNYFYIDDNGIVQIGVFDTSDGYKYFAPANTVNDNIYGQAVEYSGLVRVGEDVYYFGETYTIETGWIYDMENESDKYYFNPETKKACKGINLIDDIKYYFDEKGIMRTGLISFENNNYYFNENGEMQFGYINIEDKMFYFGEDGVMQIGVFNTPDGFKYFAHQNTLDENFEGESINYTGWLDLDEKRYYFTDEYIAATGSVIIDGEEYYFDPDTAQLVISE
# CCHFV vOTU inh = CCHFV vOTU protease inhibitors, primary screen, biochemical, Pep-AMC substrate, fluorescence; Crimean-Congo hemorrhagic fever virus L polyprotein viral ovarian tumor (vOTU) protease …; inhibition, % at 11.5 µM; hit rate 0.55% among 370,000; in the data active = inhibition above about 30%; also: 0% = vehicle wells with enzyme and 100% = no enzyme wells
# PfHsp40 rescue = rescue of yeast from PfHsp40 toxicity, primary screen, S. cerevisiae, ATP luminescence; AID 504582, 2011; hit rate 0.68% among 340,000; growth rescue, % at 12.5 µM; S. cerevisiae expressing PfHsp40, growth rescue; in the data active = growth rescue above about 28%, passing the limit was not always enough; inconclusive = no clear call, values can overlap the other calls;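 also: yeast W303a lacking pdr1 and pdr3 grown in galactose medium; growth measured after three days at 30 °C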
# Anthrax LF prot = Bacillus anthracis LF protease inhibitors, primary screen, biochemical, multiplex microsphere, MLPCN library; multiplex microsphere protease cleavage assay; inhibition, % at 10 µM; hit rate 0.12% among 360,000; AID 588501, 2011; also: plate controls were buffer without enzyme for full effect and enzyme alone for no effect
# PrPC TRFRET = inhibitors of human cell surface prion protein PrPC, primary screen, cell-based, TR-FRET | Major prion protein (Homo sapiens), P04156 | hit rate 0.43% among 370,000 | TR-FRET read-out | inhibition, % at 13.8 µM; in the data active = inhibition above about 24%; also: 0% = median of the test wells and 100% = reference compound wells
# FadD28 binding = inhibitors of FadD28 bisubstrate probe binding, primary screen, biochemical, fluorescence polarization, single point; inhibition, % at 12.5 µM; hit rate 0.22% among 360,000; AID 588549, 2011; in the data active = inhibition above about 8.5%, passing the limit was not always enough; inconclusive = no clear call, values can overlap the other calls
# BoNT A protease = BoNT/A light chain protease inhibitors, primary screen, biochemical, flow cytometry, MLPCN library; AID 588499, 2011; multiplex microsphere protease substrate cleavage; hit rate 0.17% among 360,000; inhibition, % at 10 µM; also: plate controls were buffer without enzyme for full effect and enzyme alone for no effect
# An asterisk follows results filed as active; u = inconclusive; x = no result given; & = joins results of further samples. Rule as the data show it, unless noted: active = inhibition above about 30%; inconclusive = no clear call, values can overlap the other calls; inactive = below that.
# A first look, 13 compounds:
1) O=C(NCc1cn2ccccc2n1)C1CCC(=O)N(Cc2ccccc2F)C1 (stereo not given)
2) CCN1CCN(S(=O)(=O)CC2(C)C3CCC2(C)C(=O)C3Br)CC1 (stereo not given)
3) O=C(O)CC1CCCC(c2ccccc2)C1=O (stereo not given)
4) Cc1ccc(-c2ccc(CN3C(CC(C)C)C(=O)N(Cc4cn(CCC5OCCCO5)nn4)CCS3(=O)=O)cc2)cc1 (stereo not given)
5) Cc1occc1C(=O)NNC(=S)NCC(C)C
6) CCN(CC)c1ccc(CNC(=O)C/C(C)=N/NC(=O)COc2ccc(C)cc2Br)cc1
7) O=C(NNC(=O)C1CCCN(c2ncccn2)C1)c1ccncc1 (stereo not given)
screen / no. | 1 | 2 | 3 | 4 | 5 | 6 | 7
Anthrax LF prot | -5 | -2 | -1 | -1 | 0 | 5 | 0
BoNT-F LC inh | -8 | -1 | 5 | 2 | -2 | -1 | 1
PrPC TRFRET | -5 | 5 | 1 | -12 | 0 | -1 | -2
BoNT A protease | -0.6 | 0.5 | 1.1 | -0.1 | u | -0.6 | 0.1
CCHFV vOTU inh | -11 | -7 | -4 | 16 | -15 | -1 | -11
PfHsp40 rescue | -0.2 | -0.3 | 0.1 | x | 0.3 | -0.1 | -0.8
TcdB GH inh | 0.2 | 1.3 | x | 1.5 | 0.7 | 0.0 | x
FadD28 binding | 0.0 | -1.6 | -0.2 | -3.2 | -0.6 | -0.7 | -2.5
Yp Topo-I inh | 16 | 6 | 1 | 32 | 7 | 23 | 0

8) COc1ccc(OCCOc2ccc(/C=C3\C(=N)N4N=C(C)SC4=NC3=O)cc2)cc1
9) Nc1ccc(C#Cc2ccc3c(=O)c4ccccc4oc3c2)cc1
10) COc1ccccc1/C=C/C(=O)NCc1ccccn1
11) CCCCOC(=O)N1CCOCCOCCN(C(=O)OCCCC)CCOCCOCC1
12) Cc1cc(=O)oc2cc(O[C@@H]3O[C@H](CO)[C@@H](O)[C@H](O)[C@H]3O)ccc12
13) Cc1ccccc1N=CC=C1OC(C)(C)C(C)(C)O1
screen / no. | 8 | 9 | 10 | 11 | 12 | 13
Anthrax LF prot | -2 | 3 | 1 | -1 | -10 | -1
BoNT-F LC inh | 0 | 6 | 2 | -12 | -9 | -10
PrPC TRFRET | 0 | 10 | -2 | -2 | -4 | 6
BoNT A protease | -4.5 | 0.4 | -0.5 | -0.1 | -0.5 | -0.6
CCHFV vOTU inh | 4 | 2 | -8 | 17 | 6 | -8
PfHsp40 rescue | 0.0 | -1.2 | -0.9 | 0.6 | 0.5 | -0.4
TcdB GH inh | 0.5 | 0.1 | 0.7 | x | 2.4 | 0.6
FadD28 binding | -1.6 | -2.0 | -5.9 | -4.5 | 0.5 | 0.4
Yp Topo-I inh | -6 | 13 | -1 | 7 | -9 | 19

# Main list (from the top)
1) O=C(NCc1cn2ccccc2n1)C1CCC(=O)N(Cc2ccccc2F)C1 (stereo not given)
2) CCN1CCN(S(=O)(=O)CC2(C)C3CCC2(C)C(=O)C3Br)CC1 (stereo not given)
3) O=C(O)CC1CCCC(c2ccccc2)C1=O (stereo not given)
4) Cc1ccc(-c2ccc(CN3C(CC(C)C)C(=O)N(Cc4cn(CCC5OCCCO5)nn4)CCS3(=O)=O)cc2)cc1 (stereo not given)
5) Cc1occc1C(=O)NNC(=S)NCC(C)C
screen / no. | 1 | 2 | 3 | 4 | 5
Anthrax LF prot | -5 | -2 | -1 | -1 | 0
BoNT-F LC inh | -8 | -1 | 5 | 2 | -2
PrPC TRFRET | -5 | 5 | 1 | -12 | 0
BoNT A protease | -0.6 | 0.5 | 1.1 | -0.1 | u
CCHFV vOTU inh | -11 | -7 | -4 | 16 | -15
PfHsp40 rescue | -0.2 | -0.3 | 0.1 | x | 0.3
TcdB GH inh | 0.2 | 1.3 | x | 1.5 | 0.7
FadD28 binding | 0.0 | -1.6 | -0.2 | -3.2 | -0.6
Yp Topo-I inh | 16 | 6 | 1 | 32 | 7

6) CCN(CC)c1ccc(CNC(=O)C/C(C)=N/NC(=O)COc2ccc(C)cc2Br)cc1
7) O=C(NNC(=O)C1CCCN(c2ncccn2)C1)c1ccncc1 (stereo not given)
8) COc1ccc(OCCOc2ccc(/C=C3\C(=N)N4N=C(C)SC4=NC3=O)cc2)cc1
9) Nc1ccc(C#Cc2ccc3c(=O)c4ccccc4oc3c2)cc1
10) COc1ccccc1/C=C/C(=O)NCc1ccccn1
screen / no. | 6 | 7 | 8 | 9 | 10
Anthrax LF prot | 5 | 0 | -2 | 3 | 1
BoNT-F LC inh | -1 | 1 | 0 | 6 | 2
PrPC TRFRET | -1 | -2 | 0 | 10 | -2
BoNT A protease | -0.6 | 0.1 | -4.5 | 0.4 | -0.5
CCHFV vOTU inh | -1 | -11 | 4 | 2 | -8
PfHsp40 rescue | -0.1 | -0.8 | 0.0 | -1.2 | -0.9
TcdB GH inh | 0.0 | x | 0.5 | 0.1 | 0.7
FadD28 binding | -0.7 | -2.5 | -1.6 | -2.0 | -5.9
Yp Topo-I inh | 23 | 0 | -6 | 13 | -1

11) CCCCOC(=O)N1CCOCCOCCN(C(=O)OCCCC)CCOCCOCC1
12) Cc1cc(=O)oc2cc(O[C@@H]3O[C@H](CO)[C@@H](O)[C@H](O)[C@H]3O)ccc12
13) Cc1ccccc1N=CC=C1OC(C)(C)C(C)(C)O1
14) O=C(NC1CC1)C1CC(=O)N(C2CCCCC2)C1 (stereo not given)
15) Cc1ccc(S(=O)(=O)/N=C(\N)Nc2nc(C)c3cc(C)c(C)cc3n2)cc1
screen / no. | 11 | 12 | 13 | 14 | 15
Anthrax LF prot | -1 | -10 | -1 | 3 | 1
BoNT-F LC inh | -12 | -9 | -10 | -3 | 4
PrPC TRFRET | -2 | -4 | 6 | 7 | -3
BoNT A protease | -0.1 | -0.5 | -0.6 | 0.5 | 0.3
CCHFV vOTU inh | 17 | 6 | -8 | 0 | -10
PfHsp40 rescue | 0.6 | 0.5 | -0.4 | -1.1 | -0.4
TcdB GH inh | x | 2.4 | 0.6 | 0.8 | x
FadD28 binding | -4.5 | 0.5 | 0.4 | -0.2 | -6.2
Yp Topo-I inh | 7 | -9 | 19 | 11 | 7

16) Cc1cnc(NC(=O)CCNC(=O)c2ccccc2Cl)s1
17) CCOC(=O)C1(CC2CCCCO2)CCN(C(=O)Nc2ccccc2SC)CC1 (stereo not given)
18) OCC1(O)OC[C@@H](O)[C@H]1O (stereo not given in full)
19) CC(C)NC(=O)N(C)C[C@@H]1OCc2cnnn2CCCC(=O)N([C@H](C)CO)C[C@H]1C
20) CCCCOC(=O)CSc1nc2c(cc1C#N)C(=O)CC(C)(C)C2
screen / no. | 16 | 17 | 18 | 19 | 20
Anthrax LF prot | -8 | -5 | 5 | 1 | 0
BoNT-F LC inh | -11 | -5 | -4 | -5 | -12
PrPC TRFRET | -1 | 0 | -5 | 3 | 0
BoNT A protease | -1.7 | -1.2 | 0.3 | -0.2 | -0.9
CCHFV vOTU inh | -2 | -1 | 2 | 7 | 13
PfHsp40 rescue | -1.8 | 4.4 | -2.5 | x | 0.8
TcdB GH inh | 0.3 | 1.2 | 0.7 | 0.6&-3.3&0.1 | x
FadD28 binding | -2.0 | 0.0 | -3.1 | 1.6 | 0.7
Yp Topo-I inh | 4 | 13 | -6 | -3 | 33

21) CCCCC[C@H](C)N1C[C@H](COCc2ccccc2)Oc2cc(N3CCC[C@@H]3COC)ccc2S1(=O)=O
22) CC1CN(C(=O)Nc2ccc(F)cc2)C2(CCCCCC2)O1 (stereo not given)
23) O=C(Nc1ccc(C(=O)N2CCCC2)cc1)c1ccccc1[N+](=O)[O-]
24) Cn1cccc1Cc1nnc(SCC(=O)Nc2ccc3c(c2)OCO3)n1-c1ccc(F)cc1
25) COc1ccccc1CCN=C(N)NS(=O)(=O)c1ccc(C)c(C)c1
screen / no. | 21 | 22 | 23 | 24 | 25
Anthrax LF prot | -1 | -2 | 3 | -4 | -3
BoNT-F LC inh | 4 | -17 | 0 | -2 | 4
PrPC TRFRET | 1 | 8 | -15 | -5 | 0
BoNT A protease | 0.7 | -2.4 | 1.0 | -0.8 | 2.7
CCHFV vOTU inh | 12 | 12 | -10 | 2 | -8
PfHsp40 rescue | x | 1.7 | -1.0 | 2.6 | -1.0
TcdB GH inh | -0.2 | 0.7 | 0.4 | 2.9 | 0.8
FadD28 binding | x | 0.3 | -1.6 | -1.0 | 0.1
Yp Topo-I inh | x | -4 | 17 | 7 | 23

26) CCC(=Nc1ccc(OC)cc1OC)c1c(O)n(C2CCCCC2)c(=O)[nH]c1=O
27) NC(=O)c1cnc(Cc2c[nH]c3ccccc23)c(I)c1
28) CC(C)CC1C(=O)N(Cc2cn(CC3CCCCC3)nn2)CCS(=O)(=O)N1Cc1ccc(-c2ccc(Cl)cc2)cc1 (stereo not given)
29) O=C(/C=C/c1ccccc1)NCCSCc1ccccc1Cl
30) Cc1cccc(C(=O)Nc2c(C(=O)N3CCN(C)CC3)cnn2-c2ccccc2)c1
screen / no. | 26 | 27 | 28 | 29 | 30
Anthrax LF prot | -1 | -10 | 3 | 3 | -1
BoNT-F LC inh | -1 | -9 | -3 | -6 | 0
PrPC TRFRET | 6 | 9 | -5 | 10 | -12
BoNT A protease | 0.9 | 0.2 | -0.4 | -0.8 | 2.0
CCHFV vOTU inh | 0 | -3 | 18 | 6 | 12
PfHsp40 rescue | 2.1 | x | x | 2.4 | -0.6
TcdB GH inh | x | -0.2 | 0.1 | x | 0.1
FadD28 binding | -1.0 | -9.7 | -1.8 | -0.8 | -3.6
Yp Topo-I inh | 8 | -13 | 8 | -7 | 0
